Bioassay records deposited in PubChem by National Center for Advancing Translational Sciences (NCATS).
A549 viability: counter-screen for Nrf2 inhibitors: cytotoxicity in A549 cells; A549 ARE-Fluc cells, CellTiter-Fluor viability, 18-24 h; Potency, µM (top dose mostly 46 µM), for inactives: at the top dose activity change, negative = cytotoxicity, usual class: inhibitors; 390,000 tested, 0.16% active; AID 504648; note: potency is the fitted concentration of half-maximal effect; % is set by controls: 0 for no effect and ±100 for the full control effect
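A549 ARE-Fluc cells in 5% FBS OPTI-MEM, 5000 cells/well, rested 2 h then exposed to compounds in concentration-response for 18-24 h at 37 °C. Viability by CellTiter-Fluor fluorescence (Ex 405/Em 525) after 30 min; luciferase luminescence (BugLite, 15 min, RT) read afterwards.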
MmCpn inh: inhibitors of Methanococcus maripaludis chaperonin (MmCpn); purified Mm-Cpn ATPase, ADP Transcreener TR-FRET; Potency, µM (titrated, usually from 76.9 µM), inactives show at the highest dose activity, negative = inhibition, most hits filed as inhibitors; 330,000 tested, 0.031% active; AID 504842; note: potency is the fitted concentration of half-maximal effect; % is set by controls: 0 for no effect and ±100 for the full control effect; nearly all actives have a fitted effect of over 80% in size
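25 nM Mm-CPN + cpd, 10 min 37°C; + 10 uM ATP, 30 min 37°C; buffer 30 mM Tris pH 7.4, 100 mM KCl, 5 mM MgCl2, 1 mM DTT; Transcreener ADP HTRF detection 30 min RT.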
Nrf2 block: inhibitors of Nrf2 signaling; A549 ARE-Fluc reporter, luciferase luminescence, 18-24 h; Potency, µM (top dose mostly 46 µM), for inactives: at the top dose activity change, negative = inhibition, actives largely listed as inhibitors; 360,000 tested, 2.1% active; note: potency is the fitted concentration of half-maximal effect; % is set by controls: 0 for no effect and ±100 for the full control effect; nearly all actives have a fitted effect of over 60% in size
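A549 ARE_Fluc cells (5000/well, 5% FBS OPTI-MEM) pre-incubated 2 h, then treated with compounds 18-24 h at 37C/5% CO2 in concentration-response. CellTiter-Fluor viability read first; BugLite luciferase luminescence after 15 min at room temperature gives Nrf2 activity.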
CCT chaperon mod: cytosolic chaperonin activity modulation | purified chaperonin ATPase assay, HTRF ADP detection, 30 min | activity change, % (test concentration not listed), hits read low | 360,000 tested, 0.3% active; in the data active = activity change below about -30%; note: % is set by controls: 0 for no effect and ±100 for the full control effect
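TRiC (40 or 20 nM final, by batch activity) in 30 mM Tris pH 7.4, 100 mM KCl, 5 mM MgCl2, 1 mM DTT was treated with compound at 76 uM single dose, then 10 uM ATP, 30 min at 37 °C. ADP was read by HTRF Transcreener.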
Abeta yeast res: A-beta toxicity reversal in yeast. yeast expressing A-beta42, growth rescue, OD600, 48 h; response scale: 0% DMSO, 100% iron-clioquinol control. Potency, µM (top dose mostly 46.1 µM), for the others: top-dose growth rescue, most hits filed as activators. 410,000 tested, 0.063% active. AID 1347071; note: potency is the fitted concentration of half-maximal effect; nearly all actives have a fitted effect of over 55% in size
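Yeast growth medium received pinned compounds, then yeast cells expressing toxic A-beta were added; plates incubated at 30 C for 48 hr. Growth read as absorbance at 600 nm, normalized to DMSO and equimolar FeCl3 plus clioquinol controls.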
TGFb SMAD3 inh: inhibitors of TGF-b signaling; HepG2 CAGA-GFP TGF-b/SMAD3 reporter, GFP fluorescence, 18 h; TGF-beta stimulated, 500 pg/mL final; Potency, µM (top dose mostly 46.1 µM), without a hit: top-dose activity, negative = inhibition, actives largely listed as inhibitors; 410,000 tested, 1.2% active; AID 588855; note: potency is the fitted concentration of half-maximal effect; % is set by controls: 0 for no effect and ±100 for the full control effect; nearly all actives have a fitted effect of over 65% in size
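First, reporter cells (HEPG2 CAGA-GFP) rested 2 h at 37 degrees C. Next, compounds were pinned in and TGF-beta added to 500 pg/mL final. After 18 h, GFP was imaged per cell and summed per well.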
HepG2 viability: counter-screen for TGF-b inhibitors: cytotoxicity in HepG2 cells; 410,000 tested, 0.76% active; AID 588856; HepG2 CAGA-GFP viability, ATP luminescence, 18 h; Potency, µM (series often up to 46.1 µM), for inactives: at the top dose activity change, negative = cytotoxicity, actives largely listed as cytotoxic; note: potency is the fitted concentration of half-maximal effect; some results filed as inactive show a strong effect at the top dose
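HepG2 CAGA-GFP cells (1000/well, DMEM with 1% FBS) received compound, then TGF-beta at 500 pg/mL final, and were incubated 18 hours at 37 degrees C. Viability was read by CellTiter-Glo luminescence. Media-only wells were set as complete cell-killing and DMSO as no toxicity.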
Akt phos inh: Akt phosphorylation inhibition. Neuro2A IGF-stimulated pAkt S473 HTRF, 20 min; hits give low values. activity change, % for hits at 50 µM. 360,000 tested, 0.32% active. AID 651550; in the data active = activity change below about -80%; inconclusive = mostly about -51% to -80%; note: % is set by controls: 0 for no effect and ±100 for the full control effect
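Single-point screen (50 µM final compound) in Neuro2A cells stimulated 20 min with 6 nM IGF at 37 deg C. After lysis, Ser473-phosphorylated Akt read by HTRF (ex 330 nm, em 615/665 nm) as the 665/615 ratio.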
Nrf2 ARE act: activates Nrf2 signaling; 410,000 tested, 0.31% active; AREc32 ARE-luciferase reporter (MCF7-derived line), luminescence, 24 h; Potency, µM (titrated, usually from 46.1 µM), for inactives: top-dose activation, actives largely listed as activators; note: potency is the fitted concentration of half-maximal effect; % of control where 0% means no effect; nearly all actives have a fitted effect of over 65% in size
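ARE activation measured as luciferase luminescence (Steady-Glo, 30 min RT) in AREc32_Fluc cells after 24 hr compound exposure at 37 deg C, 5% CO2; cells seeded overnight at 1000/well in OPTI-MEM, 5% FBS.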
The depositor's hits bear a star; i = inactive; ? = inconclusive; . = no result given; & = joins results of further samples; [ ] = remark or other dose. Unless noted, calls come from the whole dose curve; as a rule, active = well fitted curve in the direction sought with a large enough effect; inconclusive = small, poorly fitted or top-dose-only effect, or another doubt; inactive = no such curve, though single readings can be large; an effect the other way counts as inactive or inconclusive.

SMILES	A549 viability	MmCpn inh	Nrf2 block	CCT chaperon mod	Abeta yeast res	TGFb SMAD3 inh	HepG2 viability	Akt phos inh	Nrf2 ARE act
CN(CCN1CCOCC1)C(=O)C1CCC(=O)N(Cc2ccc(Cl)cc2)C1 (stereo not drawn)	.	.	.	-2.6	4%	-3%	-1%	i	-0.5%
COc1ccc(-n2cnc(=S)[nH]c2=S)cc1	2%	.	14%	-1.8	?	?	-51%	i	?
NC(=O)c1ccc(NC(=O)COC(=O)c2ccc3c(c2)OCCO3)cc1	-4%	-9%	7%	0.9	-7%	-17%	6%	i	0.3%
O=C(c1ccccc1)C(Nc1cccc([N+](=O)[O-])c1)c1ccccc1 (stereo not drawn)	-1%	.	-19%	-3.5	16%	?	-8%	i	?
C[N+](C)(C)CCCN(Cc1ccc2c(c1)OCO2)C(=O)NC1CCCCC1	3%	1%	5%	0.8	-3%	5%	22%	i	0.1%
CC(=O)Nc1sc2c(c1-c1nc3ccccc3s1)CCN(C(C)C)C2	-11%	-1%&2%	6.5µM*	-1.1	-18%	?	-29%	i	-5.3%
Cc1nn(S(=O)(=O)c2cccs2)c(C)c1Sc1ccc([N+](=O)[O-])cc1	-18%	1%	?	0.6	9%	7%	3%	i	0.3%
CCOC(=O)C1CCN(c2c(C(=O)c3ccc(OC)cc3)cnc3ccccc23)CC1	?	.	?	.	-16%	-33%	5%	.	-0.4%
CCCn1cc(CN2CCC(N3CCC(C(=O)N4CCOCC4)CC3)CC2)c(C)n1	?	0%	7%	-0.6	-10%	14%	26%	i	0.1%
CSc1ccc(CNc2cccc3ccccc23)cc1	0%	0%	?	1.3	4%	0%	-24%	i	0.3%
Cc1ccc(NC2=NC(c3ccc(O)cc3)n3c(nc(C)cc3=O)N2)cc1 (stereo not drawn)	.	-1%	1%	-0.5	2%	17%	-7%	i	0.0%
Cc1cccc(N2CCN(S(=O)(=O)c3c(C)[nH]c(C)c3C(=O)N3CCCC3)CC2)c1C	-15%	1%	?	-2.3	4%	1%	-6%	i	-0.1%
c1ccc2c(-c3ccc4nncn4c3)cncc2c1	.	.	.	0.4	2%	-14%	-9%	.	-0.2%
CCOC(=O)[C@@H]1[C@H]2COc3ccccc3[C@H]2N2C(=O)N(c3cccc(Cl)c3)C(=O)[C@]12C	-3%	2%	-5%	-1.7	-11%	-22%	-16%	i	0.0%
C[C@@H](NC(=O)C1(c2ccccc2)CCN(C(=O)OC(C)(C)C)CC1)C(=O)N[C@@H](Cc1ccccc1)C(=O)O	1%	2%	-4%	-0.9	-5%	6%	-5%	i	-1.1%

Shown as labelled records: part of the list above
CCCn1cc(CN2CCC(N3CCC(C(=O)N4CCOCC4)CC3)CC2)c(C)n1
  A549 viability: ? | MmCpn inh: 0% | Nrf2 block: 7% | CCT chaperon mod: -0.6 | Abeta yeast res: -10% | TGFb SMAD3 inh: 14% | HepG2 viability: 26% | Akt phos inh: i | Nrf2 ARE act: 0.1%

CSc1ccc(CNc2cccc3ccccc23)cc1
  A549 viability: 0% | MmCpn inh: 0% | Nrf2 block: ? | CCT chaperon mod: 1.3 | Abeta yeast res: 4% | TGFb SMAD3 inh: 0% | HepG2 viability: -24% | Akt phos inh: i | Nrf2 ARE act: 0.3%

Cc1ccc(NC2=NC(c3ccc(O)cc3)n3c(nc(C)cc3=O)N2)cc1 (stereo not drawn)
  A549 viability: . | MmCpn inh: -1% | Nrf2 block: 1% | CCT chaperon mod: -0.5 | Abeta yeast res: 2% | TGFb SMAD3 inh: 17% | HepG2 viability: -7% | Akt phos inh: i | Nrf2 ARE act: 0.0%

Further compounds:
SMILES	A549 viability	MmCpn inh	Nrf2 block	CCT chaperon mod	Abeta yeast res	TGFb SMAD3 inh	HepG2 viability	Akt phos inh	Nrf2 ARE act
CCOc1ccc(-c2cc(C(=O)NCCc3ccccc3)c3c(-c4ccc(C)cc4)[nH]nc3n2)cc1	0%	.	?	.	5%	-8%	-1%	.	0.6%
CC(C)OCCCn1c(=NC(=O)c2ccncc2)c(C#N)cc2c(=O)n3ccccc3nc21	-2%	-2%	.	1.2	2%	32%	1%	i	-0.6%
S=C(NCCCn1ccnc1)Nc1ccc(Cl)cc1Cl	0%	1%	8%	-0.8	-7%	-7%	-10%	i	3.7%
COc1ccc(C(=O)NCC(=O)N2CCN(C(=O)c3ccco3)CC2)cc1OC	1%	0%	0%	-0.3	0%	-5%	4%	i	0.1%
COc1ccc(NC(=O)c2cccc3c2C(=O)c2ccc(-c4ccc(F)cc4OCc4ccccc4)cc2S3(=O)=O)cc1	-13%	1%	-4%	-1.4	1%	-2%	-10%	i	-0.3%
Cc1ccc(-c2cc(C(=O)OCC(=O)N(C)C3CCS(=O)(=O)C3)c3ccccc3n2)o1 (stereo not drawn)	3%	-8%	13%	-3.6	-11%	4%	6%	i	1.7%
O=C(CC(=O)c1ccccc1)Nc1cc([N+](=O)[O-])ccc1Cl	0%	-6%	6%	0.9	-7%	-22%	1%	i	?
CCCc1sc(N/N=C/c2ccccn2)nc1-c1ccc(Br)cc1	?	1%	2.9µM*	-1.0	18%	?	-17%	.	-0.2%
COc1ccc2c(c1)[C@H]1[C@H](CO2)[C@H](c2ccccc2)[C@]2(C)C(=O)Nc3ccc(Cl)cc3C(=O)N12	-1%	.	?	1.5	11%	-27%	-27%	i	4.0%
CN1C(=O)N(CC(=O)N2CCN(S(=O)(=O)Cc3ccccc3)CC2)C(=O)C12CCCCC2	-4%	1%	?	-1.5	0%	-9%	17%	i	0.2%
Nc1cc(-c2cccc([N+](=O)[O-])c2)[nH]n1	3%	-1%	-8%	-2.5	-8%	-3%	17%	i	11%
CCOC(=O)c1ccccc1NC(=O)N1CCN(Cc2cc(=O)n3nc(-c4ccccc4)sc3n2)CC1	19%	.	.	.	-26%	2%	0%	.	13%
CC(=O)Nc1ccc(S(=O)(=O)Nc2nc(C)nc3sc(C)c(C)c23)cc1	10%	-1%	8%	1.6	-10%	0%	-35%	i	-0.3%
CN1/C(=C\C(=O)Nc2cccc(Cl)c2)C(C)(C)c2ccccc21	-15%	-2%	?	2.1	9%	?	-11%	i	2.5%
CCOc1ccccc1NC(=O)CCc1c(C)nn(-c2ccc(N3CCOCC3)nn2)c1C	4%	.	1%	.	-3%	4%	-7%	.	-0.3%

Sorted by the number under MmCpn inh (lowest first): three of the compounds above.
molecule | MmCpn inh | CCT chaperon mod | TGFb SMAD3 inh | Akt phos inh
CC(C)OCCCn1c(=NC(=O)c2ccncc2)c(C#N)cc2c(=O)n3ccccc3nc21 | -2% | 1.2 | 32% | i
Nc1cc(-c2cccc([N+](=O)[O-])c2)[nH]n1 | -1% | -2.5 | -3% | i
S=C(NCCCn1ccnc1)Nc1ccc(Cl)cc1Cl | 1% | -0.8 | -7% | i

Other structures follow:
SMILES	A549 viability	MmCpn inh	Nrf2 block	CCT chaperon mod	Abeta yeast res	TGFb SMAD3 inh	HepG2 viability	Akt phos inh	Nrf2 ARE act
COc1ccc(/C(C)=N/NC(=O)c2cc(C)[nH]n2)c(OC)c1	0%	2%	9%	1.7	13%	-1%	-35%	i	-0.4%
O=C(C1CC1)N1N=C(c2ccc(Cl)cc2)CC1(O)C(F)(F)F (stereo not drawn)	7%	0%	1%	-1.3	21%	?	-34%	i	0.0%
CN(CC(=O)Nc1ccc(Cl)c(C(F)(F)F)c1)C(=O)c1ccc(OCC2CCCO2)cc1 (stereo not drawn)	?	0%	16µM*	1.0	14%	?	14%	i	3.3%
NC(=O)c1ccsc1NC(=O)CSc1nncs1	6%	-1%	-2%	-5.7	1%	-4%	-30%	i	0.0%
COc1ccccc1CNC(=O)CSc1ccc(-c2ccncc2)nn1	-5%	-2%	-13%	0.5	4%	-9%	-20%	i	0.1%
O=C(CNC(=S)NC(=O)c1ccccc1Br)c1ccccc1	8%	-1%	?	-4.6	-10%	-10%	-1%	i	2.2µM*
CCOc1ccc(NC(=O)CN(C)CC(=O)Nc2ccccc2SC)cc1OCC	15%	0%	1%	0.8	-16%	9%	-34%	i	0.4%
CC(c1ccco1)N(C(=O)COc1ccc(Cl)cc1)c1ccccn1 (stereo not drawn)	6%	0%	?	-0.1	-4%	11%	-17%	i	-0.7%
CCCc1nc2c(nnn2Cc2ccccc2Cl)c(=O)[nH]1	0%	?	1%	-3.5	5%	14%	4%	i	-0.5%
O=C(Cc1nn[nH]n1)NCCC1=CCCCC1	-1%	1%	.	3.1	3%[9.22 µM]	-13%	6%	i	-0.1%
CC(C)C(NS(=O)(=O)c1ccccc1)C(=O)N1CCN(C(=O)c2ccco2)CC1 (stereo not drawn)	-1%	-1%	-5%	-3.4	-6%	-20%	-13%	i	-0.8%
Cc1ccccc1NC(=S)NCc1cccs1	5%	-3%	.	0.1	10%	-2%	0%	i	-0.5%
Cc1ccc(Cn2c(C)c(C(=O)NCc3cccs3)sc2=O)cc1	.	.	.	-0.7	?	3%	-2%	i	0.5%
O=C(NC1CC2CCC(C1)N2Cc1ccco1)c1ccccc1 (stereo not drawn)	7%	0%	4%	-2.7	17%	3%	8%	i	0.1%
CCOC(=O)N1CCN(c2ncnc3nc[nH]c23)CC1	-3%	-3%	7%	-2.9	3%	7%	-35%	i	-0.3%
CC(=O)CSc1ccc(C(=O)O)cn1	-7%	-2%	?	-0.8	11%	7%	-5%	i	0.2%
CN(C)C1=NC[C@H](Cc2ccccc2)N1CC1CCCC1	-5%	-2%	2%	-1.1	-14%	5%	-5%	i	0.1%
